Screening data: PubChem, Southern Research Specialized Biocontainment Screening Center
VEEV TC-83 Vero = inhibitors of VEEV TC-83 cytopathic effect, confirmation, Vero cells (AID 588727). Vero cells, VEEV TC-83 cytopathic effect inhibition; higher % means a stronger effect. 350,000 compounds, 0.13% hits. inhibition, % at 20 µM, or IC50 in µM where a hit was titrated; in the data active = a potency from the dose series; inconclusive = inhibition mostly from about 14% at the one dose, without a potency; inactive = the rest, 99 in 100 with inhibition below about 12%; also: strong numbers were not always called active
tuberculosis growth = growth inhibition of non-replicating M. tuberculosis (AID 488890); Mycobacterium tuberculosis non-replicating, growth inhibition; higher % means a stronger effect; inhibition, % at 25 µM; hits with a dose series show IC50 in µM; 320,000 compounds, 0.39% hits; in the data active = a potency from the dose series; inconclusive = inhibition mostly from about 82% at the one dose, without a potency; inactive = the rest, 99 in 100 with inhibition below about 76%;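 also: plate controls were DMSO cells for no effect and high antibiotic wells for full effect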
PhoP GFP inhibition = Inhibition of PhoP regulon, Salmonella typhi GFP reporter cells, confirmation, 4 h (AID 1850) | Salmonella Typhi PhoP-promoter GFP reporter, fluorescence, 4 h; higher % means a stronger effect | one-dose inhibition, % at 50 µM; IC50 in µM for titrated hits | 310,000 compounds, 0.33% hits; in the data active = a potency from the dose series; inconclusive = inhibition mostly from about 25% at the one dose, without a potency; inactive = the rest, 99 in 100 with inhibition below about 19%;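 also: 0% = induced wells with vehicle and 100% = uninduced wells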
influenza NS1A = H1N1 influenza NS1A inhibitors, functional cell based assay (AID 504329); NS1A functional cell-based assay, percent inhibition; higher % means a stronger effect; one-dose inhibition, % at 12.5 µM; IC50 in µM for titrated hits; 340,000 compounds, 0.3% hits; in the data active = a potency from the dose series; inconclusive = inhibition above about 27% without an active follow-up result; also: strong numbers were not always called active
H37Rv inhibition = M. tuberculosis growth inhibition, HTS (AID 449762); M. tuberculosis H37Rv growth inhibition, 7H9 media; higher % means a stronger effect; 330,000 compounds, 0.59% hits; inhibition, % at 25 µM; hits with a dose series show IC50 in µM; in the data active = a potency from the dose series; inconclusive = inhibition above about 70% without an active follow-up result;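 also: bacterial growth assessed after seven days of incubation; strong numbers were not always called active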
Starred values were filed as active, the others as inactive; i = inactive; ? = inconclusive; / = not tested or not shown.

SMILES | VEEV TC-83 Vero | tuberculosis growth | PhoP GFP inhibition | influenza NS1A | H37Rv inhibition
CC(C)(C)c1ccc(-c2nc(C#N)c(NCc3cccnc3)o2)cc1 | i | 22.4% | 5.3% | 3.3% | ?
CCCCN1C(=N)N([C@@H](C)CN2CCC[C@H]2CN2C(N)=NC[C@H]2CC(C)C)C[C@H]1[C@H](C)CC | 7.9% | 56.0% | / | -14.9% | -9.2%
Cc1nnc(-c2ccccc2)[nH]c1=O | 0.2% | -5.9% | -13.9% | -4.6% | -4.0%
CCOc1cccc(C(=O)Nc2ccncc2)c1 | i | 29.6% | 13.3% | 1.1% | -3.1%
CC1CCCC(C)N1C(=O)COC(=O)CCC(=O)c1ccc(F)cc1 (stereo not given) | 2.2% | 28.3% | / | 2.0% | 1.2%
CC(=O)N1CCC2(CC1)CC(=O)c1cc(OCC(=O)NCc3ccc(C)cc3)ccc1O2 | 1.0% | 13.7% | -2.8% | -6.2% | 0.5%
O=S(=O)(Nc1c(O)ccc2ccccc12)c1ccccc1 | 2.6% | 15.1% | 12.7% | 5.2% | -4.6%
Cn1c(=O)c2c(-c3ccccc3)n(-c3ccccc3O)cc2n(C)c1=O | 0.3% | 1.3% | 1.7% | -2.6% | -0.3%
O=C(CC1C[C@H](C(=O)N2CCCCC2)[C@@]2(CCc3ccccc3)c3[nH]c4ccccc4c3CCN2C1=O)NCc1cccc(C(F)(F)F)c1 (stereo not given in full) | i | 1.1% | / | -17.0% | 0.2%
Cc1cc(C)nc(/N=C(/NC(=O)Nc2ccc(Cl)c(Cl)c2)Nc2ccccc2)n1 | / | -7.0% | -7.4% | / | -0.3%
CCn1cnc2sc(C(=O)N(Cc3ccc(N(C)C)cc3)Cc3ccco3)c(C)c2c1=O | 8.6% | 10.5% | 8.4% | 6.4% | 0.5%
CCCOc1ccc(-c2nnn(CC(=O)c3c[nH]c4ccccc34)n2)cc1 | i | -4.9% | 0.3% | -6.0% | 0.7%
COc1ccc2oc(C)c(C(=O)c3ccc([N+](=O)[O-])cc3)c2c1 | 0.6% | 43.3% | 7.6% | 14.5% | -8.5%
O=C(Nc1ccc(OCc2ccccc2)cc1)c1cccc([N+](=O)[O-])c1 | i | 22.6% | 0.4% | 7.5% | 7.8%
Cc1c(N(C)C(=O)c2ccc3c(c2)OCO3)c(=O)n(-c2ccccc2)n1C | 3.6% | -4.6% | 5.5% | 1.3% | -27.8%

Entries shown so far that have a furan ring, fused or not:
SMILES | VEEV TC-83 Vero | tuberculosis growth | PhoP GFP inhibition | influenza NS1A | H37Rv inhibition
CCn1cnc2sc(C(=O)N(Cc3ccc(N(C)C)cc3)Cc3ccco3)c(C)c2c1=O | 8.6% | 10.5% | 8.4% | 6.4% | 0.5%
COc1ccc2oc(C)c(C(=O)c3ccc([N+](=O)[O-])cc3)c2c1 | 0.6% | 43.3% | 7.6% | 14.5% | -8.5%

Further entries:
SMILES | VEEV TC-83 Vero | tuberculosis growth | PhoP GFP inhibition | influenza NS1A | H37Rv inhibition
O=C(CCN1C(=O)C2C3C=CC(C3)C2C1=O)Nc1ccc2c(c1)OCO2 (stereo not given) | 0.3% | -4.8% | 6.3% | 11.1% | -8.4%
Nc1cccc(-c2cn3cccnc3n2)c1 | 0.7% | -9.5% | -1.2% | 8.1% | -4.8%
NC1=NC(=O)C(c2ccccc2)(c2ccccc2)S1 | i | / | / | -14.8% | /
Cc1ccc(NC(=O)Cn2c(=O)cnc3ccccc32)cc1S(=O)(=O)N1CCCCC1 | 3.8% | 28.1% | / | -1.1% | 11.6%
O=C(CCNC(=O)c1ccc([N+](=O)[O-])cc1)Nc1ccc(F)cc1 | 1.5% | 74.4% | -7.6% | -9.7% | 8.2%
CC(C)CC(NC(=O)C(NC(=O)OC(C)(C)C)C(C)C)C(N)=O (stereo not given) | 1.1% | -24.6% | -6.0% | 6.1% | -1.2%
CN(c1ccc(OCC(=O)Nc2nc3ccccc3s2)cc1)S(=O)(=O)c1ccccc1 | 2.3% | -7.3% | -0.9% | -5.5% | 10.7%
Cc1ccc2nc(SCC(=O)Nc3cccc(Cl)c3)nc(=O)n2c1 | 6.8% | -13.7% | 1.2% | -4.4% | -8.3%
O=C(c1cc(-c2ccncc2)nc2ccccc12)N1CCN(c2ccc(N3CCOCC3)nn2)CC1 | 1.3% | 8.4% | -2.7% | -2.9% | -12.1%
O=S(=O)(Nc1cccc2c1CCCC2)c1cccc(C(F)(F)F)c1 | 0.8% | 41.9% | -4.7% | -9.0% | 14.1%
COc1ccc(/C=C/C(=O)Oc2ccc(/C=N/NC(=O)c3ccncc3)cc2)cc1 | 0.9% | 62.0% | 3.3% | 5.2% | ?
COc1ccc(CN2CCNC(=O)C2CC(=O)N(C)Cc2nonc2C)c(F)c1 (stereo not given) | 5.9% | -0.8% | -8.4% | -4.8% | 0.4%
CN(C)c1ccc(C(C(=O)NC2CCCC2)N(C(=O)c2csnn2)C2CC2)cc1 (stereo not given) | i | -4.6% | 9.1% | 10.5% | 3.5%
CC(C)CN(CC(C)C)c1ccc(/C=N/n2cnnc2)cc1[N+](=O)[O-] | 2.7% | 39.2% | 1.9% | 21.0% | 10.7%
Nc1nc(-c2ccc(Cl)cc2)nn1C(=O)c1cccnc1 | 4.3% | 2.6% | 21.3% | 0.2% | 0.7%

Record cards, as listed above.
`COc1ccc(/C=C/C(=O)Oc2ccc(/C=N/NC(=O)c3ccncc3)cc2)cc1` reads VEEV TC-83 Vero = 0.9%; tuberculosis growth = 62.0%; PhoP GFP inhibition = 3.3%; influenza NS1A = 5.2%; H37Rv inhibition = ?
`O=S(=O)(Nc1cccc2c1CCCC2)c1cccc(C(F)(F)F)c1` reads VEEV TC-83 Vero = 0.8%; tuberculosis growth = 41.9%; PhoP GFP inhibition = -4.7%; influenza NS1A = -9.0%; H37Rv inhibition = 14.1%

(continued)
SMILES | VEEV TC-83 Vero | tuberculosis growth | PhoP GFP inhibition | influenza NS1A | H37Rv inhibition
COc1ccc(C=C2SC(=S)NC2=O)c(OC)c1OC | i | / | / | 4.5% | /
C=CCn1c(SCC(=O)NCCOC)nnc1-c1cc2c(s1)CCC(CC)C2 (stereo not given) | i | 40.5% | -2.2% | -3.6% | -13.8%
COc1ccc(C(=O)OCC(=O)c2ccc(C3CCCCC3)cc2)cc1 | 1.6% | -6.8% | 5.0% | -2.7% | -6.1%
O=C(c1cccc(F)c1)N1CCCC(C(=O)N2CCN(c3ccccc3)CC2)C1 (stereo not given) | i | 0.7% | -24.7% | 2.3% | -2.3%
Cc1onc(-c2ccccc2)c1-c1csc(COc2ccccc2)n1 | i | 33.1% | -15.1% | -6.6% | 16.9%
Cc1ccc2c(c1)NC(=O)C(CC(=O)O)O2 (stereo not given) | 0.5% | 15.2% | -0.8% | 0.3% | -2.0%
COc1cc2c(cc1NC(=O)CSc1nc3ccc(C)cc3[nH]1)oc1ccccc12 | / | 66.6% | -8.6% | / | ?
CC(C)Cc1nnc(NC(=O)CSc2ccccn2)s1 | 0.2% | 56.0% | 3.8% | 8.2% | -7.5%
CCN(CC)C(C)C(=O)Nc1c2c(cc3c1CCC3)CCC2 (stereo not given) | i | 34.9% | 2.9% | 2.4% | 8.3%
FC(F)(F)c1cc(CCN2C(=S)NC[C@@H]2c2ccccc2)cc(C(F)(F)F)c1 | i | 53.9% | 1.7% | 3.9% | -1.1%
CSCCC(NC(=O)COc1ccccc1)C(=O)NCC1COc2ccccc2O1 (stereo not given) | 2.5% | 12.2% | -2.3% | 14.0% | -1.8%
COc1ccc(C2C(C#N)=C(N)N(c3cccnc3)C3=C2C(=O)CC(C)(C)C3)cc1OC (stereo not given) | 1.5% | -8.0% | 0.6% | -1.3% | 3.7%
Cn1cc(S(=O)(=O)Nc2ccc3c(c2)OCCO3)cn1 | 1.0% | 4.0% | -4.7% | -6.3% | -3.4%
Cn1c(-c2ccc(F)cc2)cnc1NCc1ccccc1F | 0.1% | 30.6% | 2.7% | -0.9% | -0.2%
COC(=O)C1=C(c2ccc(OC)cc2)OC(=O)C1(C)C | 1.7% | -1.2% | 14.8% | 0.1% | -4.3%
CCOC(=O)c1c(NS(=O)(=O)c2cccc(OC)c2)sc2c1CCC2 | 1.8% | ? | -11.4% | -6.8% | 0.9%
O=C(Cc1ccc(Cl)cc1)NCC(=O)N1CCN(Cc2ccccc2)CC1 | 3.1% | -13.0% | -8.7% | -9.6% | -9.8%
Cc1cc(NC(=O)C(C)Sc2nnc(NCc3ccco3)s2)no1 (stereo not given) | 1.8% | -8.8% | / | -4.8% | -12.8%
CCOC(=O)N1CCC(NC(=O)c2cc(C)c3c(C)nn(-c4ccccc4)c3n2)CC1 | 0.8% | -9.6% | -9.2% | -1.4% | -8.2%
Cn1cc(S(=O)(=O)Nc2ccc(F)cc2F)c(=O)n(C)c1=O | i | -29.8% | 1.5% | 1.3% | -6.8%
Cc1nc(C)c(C(=O)NCCC(c2ccccc2)c2ccccc2)o1 | 2.8% | 8.6% | -8.3% | 0.6% | 3.1%
Cc1cc(Cl)c(S(=O)(=O)Nc2ccc(Cl)cn2)cc1OCC(N)=O | 1.4% | 19.8% | 7.9% | 0.0% | -6.7%
CCC1Sc2ccc(S(=O)(=O)N3CCN(c4ccccc4)CC3)cc2NC1=O (stereo not given) | 3.2% | 14.9% | 1.2% | -4.4% | 6.5%
CCN(CC)C(=O)[C@H]1CC(CC(=O)NCCCN(C)C)C(=O)N2CCc3c([nH]c4ccc(OC)cc34)[C@]12C (stereo not given in full) | 0.9% | / | / | -24.9% | /
COc1ccccc1-c1c(C(F)(F)F)oc2c(CN(C)C)c(O)ccc2c1=O | i | -3.6% | 5.2% | -3.2% | -0.7%
CC(C)NCC(O)COc1c(F)cc(Br)cc1F (stereo not given) | 1.4% | -0.5% | -2.5% | 0.8% | -7.0%
Cc1c(Cl)cccc1NC(=O)CNC(=O)c1ccc2c(c1)OCCO2 | 0.4% | 1.6% | / | 12.7% | -1.1%
CC(=O)c1c(O)n(-c2cccc(Cl)c2)c(=O)[nH]c1=O (tested in a mixture with another compound) | 1.6% | -17.5% | 0.6% | -2.7% | 1.0%
CCCCOc1ccc(N(CC(=O)NC(C)C)C(=O)CCC(=O)Nc2ccccn2)cc1 | 1.7% | 1.6% | 6.3% | -0.8% | -1.6%
O=C(NC12CC3CC(CC(C3)C1)C2)C1=COCCO1 | 2.1% | 51.8% | 5.1% | -17.1% | -0.5%
O=C(c1cc(F)c(F)cc1Cl)N1CCN(c2ccc([N+](=O)[O-])c3ncccc23)CC1 | 2.8% | 15.7% | -4.5% | 0.0% | 0.1%
COc1ccc(CC(=O)Nc2cc(C)on2)cc1 | 2.2% | 0.2% | 1.3% | 12.6% | -4.2%
CCCSc1nc(C)cc(C)c1C(N)=O | i | -7.0% | -7.8% | -3.0% | -1.8%
COc1ccc(C(=O)N/N=C\c2ccoc2)cc1 | 0.8% | 7.9% | -1.4% | 22.6% | -2.9%
CCOc1ccc(S(=O)(=O)N2CCN(Cc3ccccc3)CC2)c2cccnc12 | 2.1% | 13.1% | 3.7% | 5.7% | -8.5%
COc1cc(NC2c3ccccc3C(=O)N2c2ccc(C)cn2)cc(OC)c1OC (stereo not given) | 7.3% | 38.5% | -6.5% | 2.0% | -2.0%
Cc1ccccc1NC(=S)NNC(=O)c1csc2c1CCC(C)C2 (stereo not given) | i | 18.7% | -4.1% | 10.0% | 2.5%
COc1cc(Cl)c(C)cc1NC(=O)COc1ccccc1[N+](=O)[O-] | i | -5.3% | 0.5% | 1.0% | -7.1%
C/C(=N\NC(=O)CC#N)C1COc2ccccc2O1 (stereo not given) | i | 10.6% | 2.8% | -7.3% | ?
C1CN(c2nc3nonc3n3nnnc23)CCO1 | 3.1% | 10.3% | -4.8% | -11.8% | -0.8%
COc1ccc(S(=O)(=O)N2CCN(CC(=O)Nc3ccc(F)c(F)c3)CC2)cc1 | 1.0% | 15.3% | 5.5% | 5.9% | -5.9%
Cc1ccc(C(=O)NCCCn2ccnc2)cn1 | 2.2% | 14.9% | -13.5% | -5.1% | -6.3%
Cc1cc(C)cc(OCc2nnc(N)s2)c1 | i | -11.4% | -2.0% | -14.6% | 8.0%

Some entries already given, reduced to tuberculosis growth.
structure	tuberculosis growth
C/C(=N\NC(=O)CC#N)C1COc2ccccc2O1 (stereo not given)	10.6%
C1CN(c2nc3nonc3n3nnnc23)CCO1	10.3%
COc1ccc(S(=O)(=O)N2CCN(CC(=O)Nc3ccc(F)c(F)c3)CC2)cc1	15.3%
Cc1ccc(C(=O)NCCCn2ccnc2)cn1	14.9%
Cc1cc(C)cc(OCc2nnc(N)s2)c1	-11.4%
